Source: PubChem
Rtt109 Vps75 – C. albicans Rtt109 histone acetyltransferase inhibition | AID 540336 | purified Rtt109/Vps75, ThioGlo CoA-SH fluorescence, 4 h | Q5AAJ8 | inhibition, % at 34.9 µM | 330,000 compounds, 0.16% hits;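 active means inhibition of at least 50% in every replicate; inconclusive means best replicate reaches 50% inhibition but some replicates fall short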
Target sequence (Q5AAJ8 whole entry, looked up): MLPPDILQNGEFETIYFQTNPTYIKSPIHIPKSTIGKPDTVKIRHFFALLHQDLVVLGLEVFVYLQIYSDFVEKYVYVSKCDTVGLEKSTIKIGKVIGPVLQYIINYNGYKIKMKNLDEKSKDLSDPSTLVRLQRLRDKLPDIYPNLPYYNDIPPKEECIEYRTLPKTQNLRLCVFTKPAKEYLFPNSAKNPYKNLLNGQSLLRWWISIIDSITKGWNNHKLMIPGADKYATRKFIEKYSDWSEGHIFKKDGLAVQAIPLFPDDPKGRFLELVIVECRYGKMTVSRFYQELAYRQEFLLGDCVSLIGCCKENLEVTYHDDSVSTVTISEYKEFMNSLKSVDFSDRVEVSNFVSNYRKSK
Tat export inh – blocks Tat-dependent protein export in E. coli. E. coli MC4100 TorA-mCherry Tat export, fluorescence. inhibition, % at 10 µM. 340,000 compounds, 0.036% hits. AID 488895;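 active means mean replicate inhibition at least 50% and at least half of replicates individually reaching 50%; inconclusive means only one of the two criteria met; inactive means neither criterion met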;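 further: exported cargo escapes ClpAP degradation while cytoplasmic cargo is degraded and loses fluorescence; 0% = median of neutral control wells and 100% = median of NaSCN control wells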
MITF act – increases MITF-driven TRPM1 promoter luciferase signal; SK-MEL-5 TRPM1-promoter luciferase, 24 h; % of positive control, neutral wells = 0; activation, % at 12.5 µM; 300,000 compounds, 0.75% hits;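 active means mean activation of at least 80% with every replicate also reaching 80%; inconclusive means mean reaches 80% but some replicate falls short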;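 further: 0% = neutral control wells and 100% = parthenolide positive control wells; values of inactives mirror those of a sister screen read the other way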
CAL PDZ FP-1 – inhibitors of human CAL PDZ peptide binding. purified CAL PDZ, TMR-peptide fluorescence polarization, 1 h. inhibition, % at 20 µM. 330,000 compounds, 0.02% hits. AID 504414;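 active means highest replicate inhibition of at least 40%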;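 further: plate controls were DMSO neutral control wells for no effect and unlabeled competitor peptide control wells for full effect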
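Material – purified CerCALP PDZ construct · Detection – FP readout, S and P plane fluorescence · Measure – percent inhibition from loss of millipolarization · Controls – unlabelled peptide for full inhibition, DMSO wells as neutral · Probe or stimulus – TMR-labelled reporter peptide T*-PRC34 bound in PDZ groove · Times – 1 h at RT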
dFosB act – mouse delta FosB homodimer activation; P13346; purified delta FosB, TAMRA-CDK5 oligo fluorescence polarization; percent of positive-control signal above neutral wells; activation, % at 25 µM; 340,000 compounds, 0.99% hits; AID 493131;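 active means mean activation above about 17%, with every replicate also reaching it, limit read from the data, passing the limit was not always enough; inconclusive means only one of the two conditions met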;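 further: fluorescence polarization rise as delta FosB binds a TAMRA Cdk5 AP-1 oligo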
Target sequence (P13346 whole entry, looked up): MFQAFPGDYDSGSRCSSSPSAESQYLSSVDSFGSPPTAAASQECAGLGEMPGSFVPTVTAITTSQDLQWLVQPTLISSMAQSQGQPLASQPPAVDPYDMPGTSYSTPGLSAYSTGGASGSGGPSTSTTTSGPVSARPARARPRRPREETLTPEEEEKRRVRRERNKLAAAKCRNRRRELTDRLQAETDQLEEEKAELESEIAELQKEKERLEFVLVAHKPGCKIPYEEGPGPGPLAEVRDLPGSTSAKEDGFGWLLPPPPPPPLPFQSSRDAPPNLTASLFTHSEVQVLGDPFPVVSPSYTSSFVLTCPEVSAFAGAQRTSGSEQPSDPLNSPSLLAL
RTF Ca sens act – cardiac RTF calcium sensitization; P19429+P45379; IANBD-labeled TnC RTF fluorescence at EC20 calcium; 0% EC20 calcium, 100% full calcium; activation, % at 7.2 µM; 340,000 compounds, 0.24% hits; AID 493008;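 active means activation above the mean over all tested compounds plus 3 SD, cut at about 30% in these data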;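 further: rise in fluorescence read as greater calcium sensitivity of cardiac thin filaments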
CAL PDZ FP-2 – inhibitors of human CAL PDZ peptide binding; purified CAL PDZ, TMR-peptide fluorescence polarization, 1 h; AID 602252; Q9HD26; 300,000 compounds, 0.92% hits; inhibition, % at 24.9 µM;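 active means mean inhibition of at least 30% with at least half of replicates also reaching 30%; inconclusive means no clear call, values can overlap the other calls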;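 further: 0% = DMSO neutral control and 100% = excess unlabeled competitor peptide PRC23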
V-ATPase pH – alters yeast V-ATPase proton transport; response, % at 10 µM; AID 504577; 350,000 compounds, 0.37% hits; S. cerevisiae, pHLuorin cytosolic pH fluorescence; in the data active means response mostly above about 7.3%, no sharp cut-off; inactive means mostly below about 5.4%; further: actives read high; inactives centre near 0; some compounds called inactive have numbers as strong as hits
CDK5 inh – inhibitors of human CDK5/p35 kinase; Q00535+Q15078; Recombinant CDK5/p35, ADP-Glo luminescence, 60 min; inhibition, % at 10 µM; 330,000 compounds, 0.01% hits; AID 488839;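 active means highest replicate inhibition of at least 50% and at least 75% of replicates reaching 50%; inconclusive means only one of the two criteria met; inactive means both criteria failed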;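 further: plate controls were DMSO neutral control for no effect and GW8510 at 10 µM for full effect; many of its hits are not listed in these tables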
Wnt bcat act – activates Wnt/beta-catenin signaling in a reporter cell assay. activator, plate reader. activation, % at 9.35 µM. 300,000 compounds, 1.2% hits. AID 743398; in the data active means activation above about 30%, passing the limit was not always enough; inconclusive means no clear call, values can overlap the other calls;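 further: 0% = neutral control wells and 100% = positive control wells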
* = called active by the depositor; u = inconclusive; x = no result given. Not a hit list. Share with any hit: about 4.1%.

SMILES	Rtt109 Vps75	Tat export inh	MITF act	CAL PDZ FP-1	dFosB act	RTF Ca sens act	CAL PDZ FP-2	V-ATPase pH	CDK5 inh	Wnt bcat act
CC(CC(=O)NCCc1ccc(F)cc1)c1ccccc1 (stereo not given)	2	-3	x	-1.6	-1	-1	-2	0	-0.4	7
CCc1ccc(NC(=O)Cn2nc(C(=O)O)c3ccccc3c2=O)cc1	0	2	4	-2.8	4	3	-4	-3	-4.9	-2
Cc1c(Cl)cccc1NC(=O)[C@@]1(CC(=O)O)CC(/C=C/c2ccccc2)=NO1	14	1	3	-5.9	-18	3	-5	-2	-1.1	-1
Cc1cc2nnc(SCC(=O)N3CCCCCC3)n2c(N)n1	-2	-5	-5	-0.1	0	-3	23	5	-3.2	x
COC(=O)N/N=C\c1cccc(OC(=O)c2cccs2)c1	6	-7	9	-0.8	-1	x	28	-2	0.7	-1
C=CCNC(=S)N/N=C/c1ccc(C)cc1C	1	7	11	-0.9	-11	-2	0	4	0.3	1
COc1cccc(C(NC(=O)c2ccccc2F)NC(=O)c2ccccc2F)c1	-9	2	x	x	2	5	-8	-2	-3.1	-9
COc1ccc(CCNC(=O)c2cc3c(=O)n4ccccc4nc3n(Cc3ccco3)c2=N)cc1OC	0	1	-5	-4.0	-3	0	0	2	0.6	1
COc1ccc(N2C(=O)/C(=C\c3ccco3)N=C2SCC(=O)N(C(C)C)C(C)C)cc1Cl	-6	1	-17	0.3	-1	4	-3	-3	0.8	10
CCOc1ccc(-n2nc(C(=O)N3CCN(CC)CC3)c3ccccc3c2=O)cc1	1	-2	4	-0.6	-1	5	-1	0	-2.1	-5
O=Cc1c[nH]c2ccc(OCc3ccccc3)cc12	0	3	17	-0.3	0	-4	-3	3	1.4	6
Cc1cccc(NC(=O)CNC(=O)C(NC(=O)Cc2ccccc2)C(C)C)c1C (stereo not given)	4	-3	x	-3.0	-14	1	-2	-3	0.7	-1
CCOC(=O)Cn1c(O)c(N=NC(=O)CNC(=O)Cc2ccccc2)c2ccccc21	-1	10	9	-0.3	-10	-2	-4	2	-5.2	0
ON(CCc1ccccn1)Cc1ccccc1	3	5	12	0.5	-5	-1	-1	-5	0.1	6
CCOC(=O)C1(CCc2ccccc2)CCN(Cc2cc(OC)c(OC)cc2OC)CC1	-6	15	x	-0.2	0	0	-2	-1	-0.6	-3
CCOC(=O)CCNC(=O)N1CCCC(C(=O)c2cc(C)c(OC)c(C)c2)C1 (stereo not given)	-9	5	x	0.0	-5	3	0	1	1.7	-3
COc1ccc(NC(=O)CSc2nnc(Cc3cccn3C)n2CCc2ccccc2)cc1OC	9	-4	-1	-1.1	-14	-5	x	2	-0.4	x
COc1cccc(C=Nc2ccccc2C(=O)Nc2ccccc2)c1O	-8	6	56	-0.5	-2	7	-4	-2	-0.3	11
CCOc1ccc(CN2CCC(=O)NC2=O)cc1	-5	-1	-3	-0.3	-2	-1	-5	8	0.5	-9
O=C(NCCCN1CCOCC1)c1ccc(Cl)cc1[N+](=O)[O-]	-5	-5	4	-3.9	-2	2	3	-2	-0.5	3
CCOC(=O)c1sc2nc(CSc3ccccc3Cl)[nH]c(=O)c2c1C	-5	-2	-2	-2.7	-3	-3	1	-1	-0.8	-2
CC(NC(=O)c1cnc2n(c1=O)CCS2)c1ccccc1 (stereo not given)	-3	0	-4	-2.4	-10	-5	3	-4	-0.6	x
CCOC(=O)c1c(CN2CCN(C)CC2)n(-c2ccccc2)c2cc(Br)c(O)cc12	3	-1	-30	-1.8	-4	-4	-3	-4	-1.3	10
CCN(CC)C(=O)c1nn(-c2ccccc2)c2c1C1CCC2(C)C1(C)C (stereo not given)	2	0	-27	0.2	-12	-1	x	-1	-1.5	-1
CCCCCC(=O)Nc1cc(S(=O)(=O)N2CCCCC2)ccc1N1CCOCC1	-6	3	11	-0.7	-11	-2	-4	4	0.1	-2
COc1ccc(C2/C(=C(/O)c3ccc(C)cc3)C(=O)C(=O)N2C)c(OC)c1 (stereo not given)	-3	-4	-5	x	0	1	-4	-1	-1.1	0
CCN(CC)S(=O)(=O)c1ccc(C(=O)Nc2ccc(Cc3ccncc3)cc2)cc1	20	5	-27	-3.1	-4	4	-5	0	0.4	-1
Cn1c(=O)c2c(nc(NCc3ccco3)n2C)n(C)c1=O	5	-4	6	-2.8	-1	-7	1	0	0.9	x
O=C(c1cccc(OC2CCN(Cc3cccc(OCCO)c3)CC2)c1)N1CCCC1	-8	-2	-7	-1.8	-1	1	-3	1	-3.0	0
CCOc1ncccc1C(=O)NCCc1c[nH]c2ccccc12	-5	-1	2	-1.4	-3	-1	-1	0	-0.8	-3
COc1cc(Cl)c(C)cc1Nc1ncccn1	-3	9	1	-1.2	1	-6	-4	-1	-9.4	0
Clc1nc(Cl)c2ncn(-c3ccccc3)c2n1	-4	-2	-27	0.3	4	-4	1	0	-0.3	-3
CCOc1ccc(C(C)=O)cc1COC(=O)CNC(=O)C12CC3CC(CC(C3)C1)C2	2	-3	2	-0.8	-4	-4	2	6	-5.4	-3
Oc1cccc2ccc[n+](CC(O)Cn3c4ccccc4c4ccccc43)c12 (stereo not given)	4	-7	-6	0.4	8	5	7	-1	1.1	x
COc1ccc(C(N)=S)c(OC)c1	1	-1	-3	-2.3	4	-5	-2	1	-7.9	-2
O=C(OCC(=O)N1CCCC1)c1cccc(Br)c1	2	5	24	-4.0	-1	7	-6	0	0.0	1
Cc1cc(NC(=O)C(C)C)ncc1NC(=O)CCc1ccccc1	-4	-1	8	-2.2	1	2	-1	6	-1.7	x
C=CCC1(C#N)C(SC)=NC2=C(C(=O)CC(C)(C)C2)C1c1ccc(Br)cc1 (stereo not given)	2	7	-9	-2.6	-4	1	2	-1	0.9	x
COc1ccc(Cc2nnc(NS(=O)(=O)c3ccc(Cl)cc3)s2)cc1OC	-15	u	-2	-3.4	-5	12	-2	6	-0.3	-1
COc1ccc(C(=O)C2CCN(CC(=O)Nc3ccccc3F)CC2)cc1	17	2	-10	-2.6	-3	-3	4	-2	-0.3	-3
CC(C)Cn1c(N)c(C=O)c(=O)[nH]c1=O	2	0	7	-3.4	-7	3	1	2	1.1	-2
Cc1noc(C)c1COc1cccc(C(=O)Nc2ccccc2N2CCOCC2)c1	0	19	2	-1.9	1	2	-1	-2	-7.6	-3
O=C(CSc1n[nH]c(-c2ccncc2)n1)Nc1ccc(Cl)c(C(=O)O)c1	-11	-6	-3	-0.5	2	3	x	2	-0.3	-1
CCOc1ccc(-c2ccc(SCC(=O)Nc3nnc(CC)s3)nn2)cc1	1	0	66	-1.7	-4	1	0	-2	2.6	11
COc1ccc(N2CCN(C(=O)COC(=O)/C=C/c3ccc(OC(F)F)cc3)CC2)cc1	-5	-1	2	0.1	-6	3	-1	4	-2.3	-14
CCCCOc1ccc(C(=O)CCN2CCOCC2)cc1	-2	-15	0	0.7	1	-3	-1	0	1.4	0
COc1ccc(C(=O)CN2C3=NCCCN3c3ccccc32)cc1OC	1	6	-8	-0.8	-9	-4	-1	5	-0.5	x
COC(=O)c1ccc(C(=O)OC)c(NC(=O)CS(=O)(=O)Cc2ccccc2)c1	3	-2	5	-1.1	2	0	-3	2	2.5	x
O=C(NCCOc1ccccc1F)C1CC(=O)N(Cc2ccccc2)C1 (stereo not given)	-11	3	1	0.4	0	-6	x	-2	0.5	34*
COc1ccc2nc(C)cc(SCC(NC(C)=O)C(=O)OC(C)C)c2c1 (stereo not given)	-8	-2	-13	-0.3	-6	1	x	2	0.0	5
FC(F)Sc1ccc(NC(=S)NC2CCCCC2)cc1	5	0	69	-0.2	-3	-2	-3	4	-0.7	x
O=C(COc1ccccc1)N1CCN(C(=O)c2cccs2)CC1	1	3	2	0.5	-2	-6	3	2	-0.6	0
Cc1ccccc1NC(=O)c1cnn(-c2ccccc2)c1C	1	1	64	1.5	-4	8	x	8	1.3	u
NC(=O)Cc1ccc(C(=O)c2ccc(Cl)cc2Cl)s1	-2	-4	10	-1.0	-8	3	4	-3	0.6	3
CSc1nnc(-c2ccc(S(=O)(=O)N3CCOCC3)cc2)n1CC1CCCO1 (stereo not given)	-2	0	-3	-0.1	-2	0	x	-3	7.9	x
Cc1csc(NC(=O)c2ccncc2)n1	37	-2	-1	-2.9	-14	-1	1	-2	5.4	0
CCCCNC(=O)CS(=O)Cc1nc(-c2cccs2)oc1C (stereo not given)	-2	7	-3	-2.6	-4	7	x	-1	-6.0	-3
COc1ccc(C[C@@H]2CN3C(=NC[C@@H]3C)N2C[C@H](C)NC(=O)c2ccc(C)c(Br)c2)cc1	10	10	29	-0.9	-6	2	-5	1	-0.4	-4
Fc1cc(Br)ccc1COc1ccc(-c2nnco2)cc1	-5	2	119*	-0.1	-2	-3	11	0	-1.5	22
N#C/C(=C/c1ccc(N2CCCCCC2)o1)c1ccc(Cl)cc1	24	-3	17	0.4	-15	36*	-4	2	1.2	x
Following part
SMILES	Rtt109 Vps75	Tat export inh	MITF act	CAL PDZ FP-1	dFosB act	RTF Ca sens act	CAL PDZ FP-2	V-ATPase pH	CDK5 inh	Wnt bcat act
CC(=O)Nc1ccc(CN2CCN(CC(C)C)C(CCO)C2)cc1 (stereo not given)	1	1	9	0.4	-9	3	-6	7	0.2	-1
CCNc1nc(NCC)nc(Nn2cnnc2)n1	-5	-1	-10	-1.6	0	8	x	1	0.8	-1
COC(=O)c1cc(C#N)c(Oc2ccc(F)cc2)nc1C	-3	-10	6	-0.1	-4	3	-2	6	0.4	-2
O=C(NCc1ccccc1Cl)C1CCN(S(=O)(=O)c2ccc(-n3cnnn3)cc2)CC1	0	15	19	-2.7	-1	-1	-6	-3	-0.9	-1
O=C(CSc1nc(O)cc(=O)[nH]1)C1CC1	-3	-6	-1	x	2	-4	0	-1	0.6	x
O=C(CC1(C(=O)O)CCCC1)N1CCOCC1	7	2	x	-0.6	3	2	-1	4	1.5	x
CC(C)CSc1nc2c(=O)[nH][nH]c(=O)c2n1Cc1ccccc1	x	4	-7	-0.4	-7	-7	-2	-7	0.3	x
CC(Cc1ccccc1)NC(=O)CN1C(=O)c2ccccc2S1(=O)=O (stereo not given)	-29	3	-6	-2.2	0	-2	-1	0	0.9	8
COc1cc(/C=C(\C#N)c2nc3ccccc3[nH]2)cc(OC)c1O	1	-2	17	2.2	-33	32*	-4	0	0.8	2
COc1ccc(C(=O)NNC(=O)C2CCN(S(=O)(=O)c3ccc(C)cc3)CC2)cc1	x	-1	-12	0.6	-1	-2	0	-1	-0.3	0
C=CCn1c(SCc2nnc(-c3ccccc3)o2)nnc1C(O)c1ccccc1 (stereo not given)	8	-3	-9	-3.5	-4	-5	-3	-1	-0.8	x

Retrieved one by one from above (2):
SMILES	Rtt109 Vps75	Tat export inh	MITF act	CAL PDZ FP-1	dFosB act	RTF Ca sens act	CAL PDZ FP-2	V-ATPase pH	CDK5 inh	Wnt bcat act
CC(NC(=O)c1cnc2n(c1=O)CCS2)c1ccccc1 (stereo not given)	-3	0	-4	-2.4	-10	-5	3	-4	-0.6	x
COc1ccc(C(=O)NNC(=O)C2CCN(S(=O)(=O)c3ccc(C)cc3)CC2)cc1	x	-1	-12	0.6	-1	-2	0	-1	-0.3	0
